High-throughput results (PubChem)
ROC1-CUL1 inh = inhibitors of human ROC1-CUL1 ubiquitin ligase activity. in vitro K48 di-Ub FRET, acceptor:donor ratio, 45 min. inhibition, % at 10 µM. hit rate 0.6% among 140,000. AID 1347404; in the data active = inhibition above about 25%
Target sequence (P62877 whole entry, looked up): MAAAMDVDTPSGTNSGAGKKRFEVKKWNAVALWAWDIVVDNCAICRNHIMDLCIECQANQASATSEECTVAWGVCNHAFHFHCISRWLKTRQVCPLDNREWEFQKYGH
Target sequence (Q13616 whole entry, looked up): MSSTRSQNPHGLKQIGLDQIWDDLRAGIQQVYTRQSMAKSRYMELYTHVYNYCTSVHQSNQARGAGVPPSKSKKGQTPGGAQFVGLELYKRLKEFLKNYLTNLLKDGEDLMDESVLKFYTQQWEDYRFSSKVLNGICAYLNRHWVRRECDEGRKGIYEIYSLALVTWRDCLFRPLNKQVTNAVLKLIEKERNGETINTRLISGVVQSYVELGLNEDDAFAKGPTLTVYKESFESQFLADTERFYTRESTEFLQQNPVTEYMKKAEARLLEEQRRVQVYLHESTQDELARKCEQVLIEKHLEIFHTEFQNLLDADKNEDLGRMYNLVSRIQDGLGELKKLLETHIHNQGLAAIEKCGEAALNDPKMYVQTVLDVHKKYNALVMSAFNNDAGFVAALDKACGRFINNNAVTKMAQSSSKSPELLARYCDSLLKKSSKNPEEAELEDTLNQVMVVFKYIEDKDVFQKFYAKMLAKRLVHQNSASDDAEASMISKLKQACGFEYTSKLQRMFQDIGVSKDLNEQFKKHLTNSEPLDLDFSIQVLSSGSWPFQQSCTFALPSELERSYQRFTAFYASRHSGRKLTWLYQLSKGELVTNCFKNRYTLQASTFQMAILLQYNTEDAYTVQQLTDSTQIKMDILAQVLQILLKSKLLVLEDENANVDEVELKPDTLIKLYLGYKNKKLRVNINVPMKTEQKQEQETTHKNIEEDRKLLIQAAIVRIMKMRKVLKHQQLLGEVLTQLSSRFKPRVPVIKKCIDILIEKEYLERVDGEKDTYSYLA
Numbers without * were called inactive.

Molecule,ROC1-CUL1 inh
CC(C)Cn1cc(C(=O)N(C)Cc2cc3ccccc3s2)c(=O)c(C(=O)N2CCCCCC2)c1,2
Cc1ccc(C2(C)NC(=O)NC2=O)cc1 (stereo unspecified),6
CCOC(=O)C1(Cc2ccccc2Cl)CCN(Cc2nccn2CC)CC1,11
CNC(=O)C1CCN(Cc2ccc(F)cc2)CC1,8
Cc1ccc(OCCn2c(C3CC(=O)N(Cc4ccc(F)cc4)C3)nc3ccccc32)c(C)c1 (stereo unspecified),-1
O=C([C@H]1C[C@@H]2C=C[C@H]1C2)N1CCC(C2(c3ccccn3)NC(=O)N(CCc3cccs3)C2=O)CC1 (stereo partly specified),-7
CCCCSc1nc2sc3c(c2c(=O)[nH]1)CCN(Cc1ccccc1)C3,8
COc1ccc(CNC(=O)c2sc3nc(-c4ccc(OC)cc4)ccc3c2N)cc1,-8
COCCN1CCC(CN(CC2CCCO2)C(=O)CCN2CCCC2=O)CC1 (stereo unspecified),-2
COc1ccc(-c2nc(SCC(=O)NCCc3ccccc3)n[nH]2)cc1,-8

(list continues)
Molecule,ROC1-CUL1 inh
O=C1CCn2c(CNc3ccc(Br)cc3)ccc21,-7
Cc1sc(NC(=O)c2ccco2)c(C(c2ccccc2)N2CCOCC2)c1C (stereo unspecified),2
Cc1ccc(C)c(NC(=O)C(NS(=O)(=O)c2ccc3c(c2)CCC(=O)N3)c2ccccc2)c1 (stereo unspecified),-10
CCOc1ccccc1CNC(=O)c1cnc2sc(N3CCC(C)CC3)nn2c1=O,0
COCCn1c(CN2CCN(C)C(C)C2)cnc1S(=O)(=O)CC(C)(C)C (stereo unspecified),16
CC(=O)Nc1ccc2oc(-c3cc(F)c(F)cc3Cl)nc2c1,-6
COC(=O)c1ccccc1NC(=O)c1ccc(-c2ccc(Br)cc2)o1,11
CC(C)OCCNC(=O)c1cc(COc2ccc(F)cc2Cl)on1,6
COCCCN1C(=O)c2ccccc2CC1(C)C(=O)NC1CCCCC1 (stereo unspecified),4
CCCCN=C1CC(C)(C)CC(=O)C1C(=O)CCC (stereo unspecified),9

The listing continues.
Molecule,ROC1-CUL1 inh
C/C(=N\NC(=O)CN(c1ccc(Cl)c(Cl)c1)S(C)(=O)=O)c1ccc2c(c1)OCCO2,-10
Cc1csc2c(OC(=O)c3ccc(Cl)cc3Cl)cccc12,-1
COc1cccc(NC(=O)CSc2ccccc2)c1,2
CC(NC(=O)CN(C)C1CCCCC1)c1ccccc1 (stereo unspecified),13
O=C(CSc1ccccc1)Nc1ccc2c(c1)C(=O)N(C1CCCCC1)C2=O,-4
CCc1nc(NC(=O)NC(C)Cc2cnccn2)nn1C (stereo unspecified),-6
Cn1cc(Br)c(=O)[nH]c1=O,14
COc1cc(NC(=O)c2cc(S(=O)(=O)N3CCC(C)CC3)cn2C)cc(OC)c1OC,10
NC(=O)C1CCN(c2nc(Nc3ccccc3)nc(Nc3ccccc3)n2)CC1,0
O=C1CNC(=O)/C1=C/c1ccccc1,7

(continued)
Molecule,ROC1-CUL1 inh
CC(C)c1cccc(C(C)C)c1NC(=O)Cn1cnc2ccccc2c1=O,13
CCOC(=O)c1c(CNC(C)C)oc2cc(Br)c(OC)c(O)c12,-2
C=CCSc1nnc2c(n1)OC(c1cc(Br)cc(OCC)c1OC(C)=O)N(C(C)=O)c1ccccc1-2 (stereo unspecified),-6
O=C(c1ccco1)N1CCN(C(=O)c2cc(Br)cs2)CC1,-11
CCN(CC)C(=O)Oc1ccc2c(=O)c(-c3ccc(OC)c(OC)c3)coc2c1,-3
COc1cccc(-c2ccnc3c(-c4ccc(F)cc4)c(C)nn23)c1,-3
CCc1nc2cc(C(=O)N3CCN(CCOC)CC3)cc(NC(=O)c3ccccc3OC)c2n1C,-8
C=C(C)CN(CC)C(=O)c1cc(COc2cc(C)c(Cl)c(C)c2)on1,5
O=S(=O)(NCCCNS(=O)(=O)c1cc(Cl)ccc1Cl)c1cc(Cl)ccc1Cl,2
Cn1cc(CN2CCOCC2)c(-c2ccc3c(c2)OCCO3)n1,4

At a glance, some entries already given:
Molecule,ROC1-CUL1 inh
O=S(=O)(NCCCNS(=O)(=O)c1cc(Cl)ccc1Cl)c1cc(Cl)ccc1Cl,2
Cn1cc(CN2CCOCC2)c(-c2ccc3c(c2)OCCO3)n1,4

(more compounds)
Molecule,ROC1-CUL1 inh
COc1ccc(S(=O)(=O)N2CCCCC2)cc1C(=O)Nc1ccccc1F,12
O=C(C1CCC1)N1CCN(S(=O)(=O)c2ccc(Cl)s2)CC1,5
CCOC(=O)C1CCN(CC2=NC(=O)NC(c3ccc(Cl)cc3)C2C(=O)OCC)CC1 (stereo unspecified),1
Cc1nn(C(C)c2nc(-c3ccccc3)no2)c(C)c1[N+](=O)[O-] (stereo unspecified),1
CCc1c(C)sc(NC(=O)CN2CCCCC2)c1C(=O)OC,-3
CCOC(=O)C1=NC2C(=O)N=C(N(C)C)N=C2NC1=O (stereo unspecified),-5
CCOC(=O)C1C(=O)NC(N2CCOCC2)=NC1c1cccnc1 (stereo unspecified),10
COCc1nc2sc(C)c(C)c2c(=O)[nH]1,-5
CCC(C)Oc1ccccc1/C=C1/SC(=O)N(CC(=O)N2CCCCC2)C1=O (stereo unspecified),6
CCc1ccc(CNC(=O)CN2C(=O)c3cccnc3Oc3ccc(C)cc32)cc1,7

4 of the compounds above, with each value named:
COc1ccc(S(=O)(=O)N2CCCCC2)cc1C(=O)Nc1ccccc1F
- ROC1-CUL1 inh: 12

O=C(C1CCC1)N1CCN(S(=O)(=O)c2ccc(Cl)s2)CC1
- ROC1-CUL1 inh: 5

CCOC(=O)C1CCN(CC2=NC(=O)NC(c3ccc(Cl)cc3)C2C(=O)OCC)CC1 (stereo unspecified)
- ROC1-CUL1 inh: 1

Cc1nn(C(C)c2nc(-c3ccccc3)no2)c(C)c1[N+](=O)[O-] (stereo unspecified)
- ROC1-CUL1 inh: 1

Other compounds
Molecule,ROC1-CUL1 inh
Nc1ccc(-c2nc3ccncc3[nH]2)c(O)c1,2
Cc1cc(C(=O)N/N=C/c2ccsc2)no1,5
CCOc1cc(/C=C2\SC(N3CCN(C4=NC(=O)/C(=C\c5ccc(O)c(OCC)c5)S4)CC3)=NC2=O)ccc1O,0
O=C(Nc1ccc(F)cc1)c1ccc2c(=O)n3c(nc2c1)CCCCC3,-4
COc1ccc(CCNC(=O)c2nn(C)c3c2CSc2ccccc2-3)cc1OC,4
COc1ccc(-c2csc(N3CCC(c4ccccc4)CC3)n2)cc1,1
CN(C(=O)c1ccccc1)c1nccnc1C#N,-5
CC(=O)Oc1ccc2c(c1)O/C(=C\c1ccccc1)C2=O,13
COc1ccc(N=C(NNc2ccc(Cl)cc2)C(C)=O)cc1,-9
CCCNC(=O)C1CCN(c2cc(C)nc3c(-c4ccc(OC)c(OC)c4)c(C)nn23)CC1,2

Part of the list above in a different format.
CCOC(=O)C1(Cc2ccccc2Cl)CCN(Cc2nccn2CC)CC1
  ROC1-CUL1 inh: 11
CC(C)c1cccc(C(C)C)c1NC(=O)Cn1cnc2ccccc2c1=O
  ROC1-CUL1 inh: 13
COc1ccc(S(=O)(=O)N2CCCCC2)cc1C(=O)Nc1ccccc1F
  ROC1-CUL1 inh: 12
CCc1nc(NC(=O)NC(C)Cc2cnccn2)nn1C (stereo unspecified)
  ROC1-CUL1 inh: -6

(further entries)
Molecule,ROC1-CUL1 inh
CN(C)c1ccc(C(=O)c2ccccc2C(=O)O)cc1,3
COc1ccc(CCNC(=O)C2COc3ccccc3C2)cc1OC (stereo unspecified),7
N#Cc1ccccc1N=Cc1ccccc1[N+](=O)[O-],2
COc1cc(C(=O)Nc2ccccc2-c2nc(-c3ccccc3)no2)cc(OC)c1OC,-3
COc1ccccc1CN1CCCC(CN(CCN(C)C)C(=O)c2cccs2)C1 (stereo unspecified),-13
CN1CCN(S(=O)(=O)c2cccc(S(C)(=O)=O)c2)CC1,7
Cc1c(CN2CCCC2C(=O)Nc2ccc(-c3cscn3)cc2)cnn1C (stereo unspecified),-6
Cc1cc(C)cc(NC(=O)CN2C(=O)c3ccccc3Sc3ccc(C(=O)N4CCCC4)cc32)c1,-3
CCOc1ccccc1N1CC(c2nc3ccccc3n2C)CC1=O (stereo unspecified),-2
CC12CCC3(C=C1CCCC21SCCS1)SCCS3 (stereo unspecified),3

The listing continues.
Molecule,ROC1-CUL1 inh
COc1ccc(CC(=O)N2CC(=O)Nc3ccc(Br)cc3C2c2ccc(F)cc2)cc1OC (stereo unspecified),-12
Cc1ccc(CNC(=O)Cn2c(=O)n(-c3ccccc3)c(=O)c3c2c2cc(C)ccc2n3C)cc1,-5
CCC(C(=O)NC1CCC(C)CC1)n1nc(C)c2sc3ccccc3c2c1=O (stereo unspecified),0
COc1ccc(-c2[nH]ncc2C(=O)NCc2cccc(Cl)c2)cc1,1
CC(C)c1ccc(NC(=O)CSc2nnc(CNC(=O)c3ccccc3F)n2C)cc1,-4
O=C(CSc1oc(-c2ccco2)nc1S(=O)(=O)c1ccc(Br)cc1)c1ccc(Cl)cc1,1
CC1(C)CC2(CCO1)CC(=O)c1ccccc12 (stereo unspecified),-6
Cc1ccc(CNC(=O)CN(c2cc(C)cc(C)c2)S(=O)(=O)c2c(C)noc2C)cc1,5
C=CC(C(OC(C)=O)c1ccccc1)S(=O)(=O)c1ccc(C)cc1 (stereo unspecified),6
CC(C)N1CCC(NC(=O)c2ccc(Cl)cc2Cl)CC1,-5

Continued:
Molecule,ROC1-CUL1 inh
CCOc1cc(C2C3C(=O)CC(C)(C)CC3=Nc3ccccc3N2C(=O)C(F)(F)F)ccc1O (stereo unspecified),-4
COCCN1C(=O)CC(CC(=O)N2CCCC(C(=O)Cc3ccccc3)C2)(c2ccccc2F)C1=O (stereo unspecified),-1
CCOC(=O)C1=C(C)N(Cc2ccccc2)C(C)=NC1,1
N#Cc1c(-c2ccccc2)cc(-c2ccccc2)nc1SCC(=O)c1ccccc1,4
COc1cc(OC)cc(-c2nc3nc(C)c(CCC(=O)Nc4ccc(F)cc4F)c(C)n3n2)c1,6
O=C(Cn1cc(S(=O)(=O)c2ccccc2)c(=O)c2cc3c(cc21)OCO3)Nc1ccccc1,-5
C=CCN1C(=O)C(C=Nc2ccc(N(C)C)cc2)C(=O)N(CCCC)C1=O (stereo unspecified),6
COc1ccc(-c2noc(CN(C(=O)COc3cc(C)c(Br)c(C)c3)C(C)C)n2)cc1,-2
CN1C(=O)COc2ccc(S(=O)(=O)N3CCN(c4ccccc4F)CC3)cc21,7
CC(=O)C1C(=O)C(=O)N(CCc2c[nH]c3ccccc23)C1c1ccc(Cl)cc1 (stereo unspecified),-1

Going on with the list:
Molecule,ROC1-CUL1 inh
O=C(Cn1c(=O)n(-c2ccccc2)c(=O)c2ccc(C(=O)NCc3ccc4c(c3)OCO4)cc21)Nc1ccc(Br)cc1,6
Cc1ccc(CN2CCc3nc(Nc4ccc5c(c4)OCCO5)ncc3C2)cc1,-4
O=C1NN(c2ccc(Cl)c(Cl)c2)C(=O)/C1=C/c1ccc(Cl)cc1Cl,13
O=C(NC1CC(=O)N(c2cccc(F)c2)C1)C1CCCCC1 (stereo unspecified),-6
COc1nc(NS(=O)(=O)c2ccc(C)cc2)nc(C)c1Cl,5
COC(=O)c1c(NC(=O)COc2ccccc2Cl)sc(C)c1-c1ccc(OC)cc1,-12
CC1=NC(=S)NC(c2cc(Br)ccc2O)C1C(=O)Nc1ccc(Cl)cc1 (stereo unspecified),-3
O=S(=O)(O)c1ccc(NS(=O)(=O)c2ccc3ncccc3c2)cc1,-8
COC(=O)c1ccccc1-c1ccc(CC2=NC(=O)N(Cc3ccc(F)cc3)C2=O)o1,-4
O=C(COc1ccc(Br)cc1)NC(=S)Nc1ccc(-c2nc3ccccc3o2)cc1,6

Going on with the list.
Molecule,ROC1-CUL1 inh
CCn1c(=O)cc(OCC(=O)Nc2cc(Cl)c(OC)cc2OC)c2ccccc21,11
Cc1cc(CN2CC[C@@H](N3CCN(C)CC3)[C@H](O)C2)cc(C)c1O,4
C/C(=N\Nc1nc(N)cc(Cl)n1)c1cccc(N)c1,7
COc1ccc(S(=O)(=O)NCCc2csc(-c3ccc(F)cc3)n2)cc1F,-8
Cc1c(Cl)cccc1NC(=O)c1ccc2snnc2c1,5
CCCn1c2c(c(=N)c3c1CCC3)CCC2,1
Cc1ccc(OCC(=O)NCC2(N3CCN(C)CC3)CCCCC2)cc1,1
CC(C)(C)C(=O)N1CCC(N2CCCC(C(=O)NC3CC3)C2)CC1 (stereo unspecified),2
CC1=C(C)SC(=C2C(=O)c3ccccc3-c3ccccc3C2=O)S1,-6
COC(=O)c1nn(-c2ccccc2)c2nc3ccccc3n12,-3

Continued:
Molecule,ROC1-CUL1 inh
O=C1/C(=C/c2ccc(-c3ccc(Cl)cc3Cl)o2)SC(=S)N1c1cccc(F)c1,4
Cc1ccc(C)c(OCCn2cc(C(=O)c3ccco3)c3ccccc32)c1,-21
COc1cccc(-c2ccc3c(N)c(C(=O)Nc4cccc(Br)c4)sc3n2)c1,-5
O=C1C2C3c4ccccc4C(Cl)(c4ccccc43)C2C(=O)N1c1ccccc1F (stereo unspecified),-2
O=C(CSc1nc2c([nH]c3ccccc32)c(=O)n1-c1ccccc1)N1CCCc2ccccc21,5
CC1=Nc2c([nH]c3ccccc23)-c2cc(Cl)ccc2N1,4
COc1c(Br)cc(Cl)cc1C1Nc2ccccc2-c2nnc(SC)nc2O1 (stereo unspecified),1
COc1ccc(CC(=O)OC(C)C(=O)c2ccc(C)cc2)cc1Br (stereo unspecified),5
Cc1ccc(Nc2nc(C(N)=O)c(NC(=O)c3ccccc3Br)s2)cc1,1
CCS(=O)(=O)N1CCCC(C(=O)Nc2cc(Cl)cc(Cl)c2)C1 (stereo unspecified),-7

The list is partial (hit frequency here may not be typical).
